High-throughput results: PubChem BioAssay, National Center for Advancing Translational Sciences (NCATS)
PLK1 PBD inh = inhibitors of human PLK1 polo-box domain binding; P53350; Plk1 PBD binding of FITC phosphopeptide, fluorescence polarization; AID 720504; Potency, µM, for the others: max response, negative = inhibition, hits mostly inhibitors; 2.8% of 360,000 active; note: potency is the fitted concentration of half-maximal effect; series mostly up to about 57 µM; % is set by controls: 0 for no effect and ±100 for the full control effect; nearly all actives have a fitted effect of over 65% in size
Target sequence (P53350 whole entry, looked up, the tested form may be a part): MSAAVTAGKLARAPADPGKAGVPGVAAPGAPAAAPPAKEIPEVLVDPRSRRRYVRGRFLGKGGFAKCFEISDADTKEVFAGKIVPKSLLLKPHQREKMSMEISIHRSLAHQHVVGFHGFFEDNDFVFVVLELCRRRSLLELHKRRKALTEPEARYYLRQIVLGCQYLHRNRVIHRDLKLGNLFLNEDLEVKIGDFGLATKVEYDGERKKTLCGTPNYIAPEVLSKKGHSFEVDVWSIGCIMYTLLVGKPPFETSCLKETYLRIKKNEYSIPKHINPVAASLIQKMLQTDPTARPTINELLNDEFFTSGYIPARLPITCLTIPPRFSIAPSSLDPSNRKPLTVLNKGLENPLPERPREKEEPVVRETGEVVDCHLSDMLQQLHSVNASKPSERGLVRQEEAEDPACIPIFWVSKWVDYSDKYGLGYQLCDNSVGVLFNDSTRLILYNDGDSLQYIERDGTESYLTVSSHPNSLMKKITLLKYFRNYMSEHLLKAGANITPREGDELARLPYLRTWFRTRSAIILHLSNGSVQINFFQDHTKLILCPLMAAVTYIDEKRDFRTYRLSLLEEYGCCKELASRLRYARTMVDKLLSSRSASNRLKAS
EPAC1 agonist = activates human EPAC1 exchange factor; Potency, µM (top dose mostly 154 µM), for the others: at the top dose activation, most hits filed as activators; 0.073% of 360,000 active; EPAC1 agonist qHTS, biochemical assay; response scale: 100% = response to 6.5 mM cAMP; AID 720707; note: potency is the fitted concentration of half-maximal effect; nearly all actives have a fitted effect of over 60% in size
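Normalized to 6.5 mM cAMP, activity reflects EPAC1-catalysed release of BODIPY-GDP from Rap1B, followed kinetically over 30 min at 480 nm excitation, 540 nm emission. Reaction contained 100 nM EPAC1, 250 nM Rap1B-BODIPY-GDP, 50 uM GDP.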
PI5P4Ka inh = PI5P4K alpha (human) kinase inhibition. 1.2% of 330,000 active. AID 652105. P48426. max response, %. PI5P4Kalpha enzyme, ADP-Glo luminescence, 60 min; active compounds read low; active = max response of -50% or lower; inconclusive = between -30% and -50%; inactive = -30% or higher; note: value at the top dose of about 77 µM; % is set by controls: 0 for no effect and ±100 for the full control effect
Target sequence (P48426 whole entry, looked up): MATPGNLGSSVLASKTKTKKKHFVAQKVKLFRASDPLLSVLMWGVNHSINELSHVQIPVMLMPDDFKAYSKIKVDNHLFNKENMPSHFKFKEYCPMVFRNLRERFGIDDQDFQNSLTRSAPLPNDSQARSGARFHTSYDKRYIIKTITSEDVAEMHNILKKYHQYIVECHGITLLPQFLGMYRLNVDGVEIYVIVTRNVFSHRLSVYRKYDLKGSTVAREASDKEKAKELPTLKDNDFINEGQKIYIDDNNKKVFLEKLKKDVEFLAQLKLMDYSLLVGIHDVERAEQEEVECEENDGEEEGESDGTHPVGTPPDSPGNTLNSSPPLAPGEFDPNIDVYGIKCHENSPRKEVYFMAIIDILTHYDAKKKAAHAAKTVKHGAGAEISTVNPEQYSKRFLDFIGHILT
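Enzyme plus substrate dispensed, test compounds pinned in, then ATP (5 microM final) added. After 60 min at RT, ADP-Glo reagent 1 for 45 min and reagent 2 for 30 min preceded luminescence imaging.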
WRN inhibitor = blocks human WRN helicase; Potency, µM (titrated, usually from 114 µM), for inactives: at the top dose activity change, negative = inhibition, actives largely listed as inhibitors; WRN helicase unwinding, fluorescent forked duplex, kinetic; 0.46% of 360,000 active; AID 651768; note: potency is the fitted concentration of half-maximal effect; % is set by controls: 0 for no effect and ±100 for the full control effect; nearly all actives have a fitted effect of over 55% in size
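Fluorescence dequenching readout, ex 525 nm/em 598 nm, kinetic mode: forked duplex DNA (100 nM final) with adjacent fluorophore and quencher unwound by WRN (20 nM final) with 2 mM ATP. Compound preincubation 15 min, room temperature.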
EPAC2 antag = blocks human EPAC2 exchange factor; EPAC2 GEF exchange of Rap1B-BODIPY-GDP, fluorescence; Potency, µM (series often up to 114 µM), without a hit: at the top dose activity, negative = inhibition, hits mostly inhibitors; 0.18% of 360,000 active; Q8WZA2; note: potency is the fitted concentration of half-maximal effect; % is set by controls: 0 for no effect and ±100 for the full control effect; nearly all actives have a fitted effect of over 45% in size; many of its hits are not listed in these tables
EPAC1 antag = EPAC1 (human) antagonism. O95398. EPAC1 GEF assay, Rap1b-BODIPY-GDP exchange fluorescence. Potency, µM (top dose mostly 115 µM), inactives show at the highest dose activity change, negative = inhibition, hits mostly inhibitors. 0.14% of 360,000 active. AID 720709;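 note: potency is the fitted concentration of half-maximal effect; plate controls were vehicle for no effect and positive control for full effect; nearly all actives have a fitted effect of over 50% in size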
CCT chaperon mod = cytosolic chaperonin activity modulation; 0.3% of 360,000 active; activity change, % (concentration not given with the values), hits read low; purified chaperonin ATPase assay, HTRF ADP detection, 30 min; in the data active = activity change below about -30%; note: % is set by controls: 0 for no effect and ±100 for the full control effect
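Enzyme 40 or 20 nM (batch-dependent) in Tris pH 7.4/KCl/MgCl2/DTT; cpd 76 uM single point; ATP 10 uM; 30 min 37 °C; Transcreener ADP HTRF detection, 30 min RT; ratio 665/615.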
Mm-Cpn inhibitor = inhibitors of Methanococcus maripaludis chaperonin (MmCpn); purified Mm-Cpn ATPase, ADP Transcreener TR-FRET; Potency, µM (series often up to 76.9 µM), without a hit: at the highest dose activity, negative = inhibition, most hits filed as inhibitors; 0.031% of 330,000 active; note: potency is the fitted concentration of half-maximal effect; % is set by controls: 0 for no effect and ±100 for the full control effect; nearly all actives have a fitted effect of over 80% in size
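25 nM Mm-CPN + cpd, 10 min 37°C; + 10 uM ATP, 30 min 37°C; buffer 30 mM Tris pH 7.4, 100 mM KCl, 5 mM MgCl2, 1 mM DTT; Transcreener ADP HTRF detection 30 min RT.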
* hit, by the source's call; ? = inconclusive; . = not tested or not shown; [ ] = another dose, or the depositor's remark. Unless noted, calls come from the whole dose curve; as a rule, active = well fitted curve in the direction sought with a large enough effect; inconclusive = small, poorly fitted or top-dose-only effect, or another doubt; inactive = no such curve, though single readings can be large; an effect the other way counts as inactive or inconclusive. The list is partial; the hit share may differ from the screen's.

SMILES | PLK1 PBD inh | EPAC1 agonist | PI5P4Ka inh | WRN inhibitor | EPAC2 antag | EPAC1 antag | CCT chaperon mod | Mm-Cpn inhibitor
Nc1nc(NS(=O)(=O)c2ccc(Cl)cc2)nn1-c1ccccc1 | -4% | 11% | -8 | -1% | 1% | -9% | -0.4 | 0%
Cc1c(NC(=O)C2CCN(S(=O)(=O)c3ccccc3)CC2)c(=O)n(-c2ccccc2)n1C | -8% | 1% | 5 | -4% | 0%[57.1 µM] | -5% | -0.2 | 2%
CCOc1ccc(N2CC(C(=O)Nc3nnc(Cc4ccccc4)s3)CC2=O)cc1 (configuration not stated) | -4% | -11% | 7 | -8% | 17% | -14% | -1.9 | 3%
CCOC(=O)CSc1nnc(-c2cccs2)n1-c1ccccc1 | -12% | -1% | 1 | 9%[57.1 µM] | -1% | -9% | -1.2 | .
O=C(NCC1CCCO1)C1CCCN1C(=O)Nc1ccc(Cl)c(Cl)c1 (configuration not stated) | 1% | 5% | -1 | -2% | 0% | 6% | 1.1 | ?
CN(CC(=O)Nc1ccccc1N1CCOCC1)S(=O)(=O)c1ccc(Cl)cc1 | 0% | -7% | -1 | -3% | 4% | 11% | 0.2 | 1%
COc1cc(NC(=O)Nc2nc(C(N)CCc3ccccc3)cs2)cc(OC)c1OC (configuration not stated) | -10% | -1% | -28 | -10% | -2% | -14% | -0.1 | .
C#CCNC(=O)C[C@@H]1C[C@@]2(C(=O)OC)CCCCC=C2N(Cc2ccco2)C1=O | -4% | 4% | -2 | 3% | 11% | 9% | -0.7 | .
O=c1[nH]c(-c2ccccc2)nc(-c2ccccc2)c1Cl | 1% | -5% | -1 | -6% | 4% | -3% | 0.0 | .
CN(C1CCS(=O)(=O)C1)S(=O)(=O)c1ccc2ccccc2c1 (configuration not stated) | 0% | -2% | 38 | 5% | 12% | -11% | 1.5 | 1%
Cc1cc(C(=O)Cn2nnc3ccccc3c2=O)c(C)n1Cc1cccs1 | -5% | 6% | -1 | -11% | -1% | -6% | 0.7 | -2%
CCC[C@@H](CN1CCC[C@H]1CN1C(N)=NC[C@H]1CC(C)C)N1C[C@@H](Cc2ccccc2)N(CCCC2CCCC2)C1=N | -1% | 1% | -1 | 2% | 8% | -2% | 0.7 | 1%
C[C@H](N)c1nnc(SCC(N)=O)o1 | -14% | 3% | -4 | 1% | -4% | -11% | -0.5 | -1%
Cc1ccccc1OCCOC(=O)c1cc(S(=O)(=O)N2CCOCC2)ccc1C | 1% | -7% | 5 | 0% | -2% | 2% | -1.1 | .
CC(C)CC(=O)NC(Nc1ccc([N+](=O)[O-])cc1)C(Cl)(Cl)Cl (configuration not stated) | 0% | -13% | -3 | -9% | -1% | -11% | 0.6 | 5%
Cc1ccc(C(=O)N2CCc3cc4c(cc3C2C)OCCCO4)cc1 (configuration not stated) | -9% | -2% | 3 | 3% | 4% | 2% | -1.2 | -3%
COc1ccc(NS(=O)(=O)c2ccc(NC(=S)NC(=O)/C=C/c3ccc(C)cc3)cc2)nn1 | -25% | -2% | -17 | ? | 2% | 30% | -1.9 | 0%
CCc1ccc(-c2nn(Cc3ccccc3)cc2C(=O)NCC2CCCO2)cc1 (configuration not stated) | -3% | 0% | 2 | 0% | -11% | -7% | -1.3 | -2%
CC(C)N1CC2(CC(c3ccc(Cl)cc3Cl)=NO2)CN1C(=O)c1ccc(C(C)(C)C)cc1 (configuration not stated) | 5% | 24% | -3 | -2% | -6% | 11% | -1.3 | .
Cc1ccc(OCC(=O)Nc2ccc3c(c2)C(=O)N(CCC(=O)O)C3=O)cc1 | 3% | 5% | -3 | -15% | 7% | -13% | -2.8 | 1%
O=[N+]([O-])c1ccccc1/C=N/Nc1nnc(-c2ccccc2)c(-c2ccccc2)n1 | 6% | -10% | -7 | 1% | 13% | 1% | -1.8 | 0%
COCCN1C[C@@H](CO)O[C@@H](n2cnc3c(NC(C)C)ncnc32)C1 | 3% | 1% | -4 | 1% | -2% | 0% | -0.2 | .
O=[N+]([O-])c1ccccc1CS(=O)(=O)c1ccccc1 | ? | -13% | 1 | 1% | 1% | -10% | 0.5 | 2%
Cc1ccc(C)c(S(=O)(=O)N2CCCCC2CCNC(=O)C(=O)NCc2ccccn2)c1 (configuration not stated) | 2% | -5% | 6 | 1% | 7% | -2% | 0.1 | 1%
Cc1ccc(/C=N/N=C2/NC(=O)C(CC(=O)Nc3ccccc3)S2)o1 (configuration not stated) | ? | 10% | 7 | -1% | 2% | -8% | -2.2 | 3%
C[C@H](NC(=O)N1CCn2c1nc1ccccc12)C(=O)NC1CCCCC1 | -5% | 13% | -6 | 1% | -2% | -5% | -1.7 | 0%
O=C(COC(=O)c1ccc(OC(F)F)cc1)NCCC1=CCCCC1 | -11% | -3% | -1 | 5% | 3% | 5% | 0.8 | 0%
CCOc1ccc(-c2nnc(-c3cccs3)o2)cc1 | -8% | 2% | . | -1% | -4% | 10% | -0.5 | -5%
Cc1ccc(C(O)c2nccn2C)o1 (configuration not stated) | -9% | 3% | . | -6% | 9% | 9% | 0.8 | 1%
Cc1occc1-c1nnc(SCC(=O)Nc2ccccc2)n1CCc1ccccc1 | 5% | 9% | 0 | -3% | -1% | 3% | -1.6 | 0%
COC(=O)C1CCN(C(=O)COC(=O)c2ccc3[nH]c4c(c3c2)CCCC4)CC1 | 4% | 6% | 2 | -8% | 3% | 14% | -0.9 | 1%
CCOc1ccccc1NC(=O)c1nc[nH]c1C(=O)Nc1ccccc1OCC | -21% | -10% | . | 4% | -3% | 8% | -1.0 | 2%
O=C(CCc1nnc(CCCc2ccccc2)o1)NCCc1ccco1 | -6% | 18% | 7 | -6% | -2% | 12% | -2.1 | 2%
COc1ccc(NC(=O)C2CCN(C(=O)NC3CCCCC3)CC2)c(OC)c1 | ? | 4% | -7 | 0% | 11% | 1% | -3.0 | -1%
Cc1cc(/C=N/NS(=O)(=O)c2ccc(F)c(Cl)c2)no1 | -24% | 4% | 6 | -4% | 13% | 1% | 0.8 | -2%
COc1ccc(NC(=O)CN2C(=O)COc3ccc(S(=O)(=O)N4CCOCC4)cc32)c(OC)c1 | -10% | 4% | -9 | -2% | 0% | 11% | 0.2 | 0%
O=C(NCc1nc(-c2ccccc2)no1)c1cccs1 | -2% | -2% | . | 0% | 11% | 17% | 0.6 | 0%
Cc1cccc(OCCCC(=O)NCCc2ccccc2)c1 | 3% | -2% | 13 | 0% | 5% | 0% | -0.9 | 1%
Oc1ccc(/C=N/NC(=S)N2CCOCC2)cc1 | -5% | -11% | -4 | -13% | 9% | 12% | 1.5 | -5%
COc1ccc(C(=O)COc2ncnc3cc(Cl)ccc23)cc1 | 0% | -3% | -1 | 1% | 0% | 12% | -1.0 | 0%
COCC(=O)Nc1c(C(=O)Nc2cccc(OC)c2)oc2ccccc12 | -1% | 15% | . | -18% | -14% | -7% | -6.2 | -3%
COc1ccc(/C=N/N2CCN(C3c4ccccc4-c4ccccc43)CC2)cc1O | 27µM* | 25% | 0 | -31% | -9% | -4% | -1.9 | 1%
CCN(CC)c1ccc(NC(=O)CCCCCN2C(=O)c3ccccc3C2=O)cc1 | -6% | 16% | . | -6% | -10% | 0% | -0.9 | -1%
CCOc1cc(NC(=S)NCc2ccco2)c(OCC)cc1NC(=O)C1CC1 | -6% | -6% | 5 | -10% | 0% | 3% | -0.3 | 1%
CC(C)(O)[C@@H]1CC(=O)[C@]2(C)[C@H](CC[C@@]3(C)[C@H](c4ccoc4)OC(=O)[C@H]4O[C@]432)[C@@]1(C)/C=C\C(=O)O | -3% | 11% | -1 | 2% | 9% | -3% | -0.9 | 2%

A second format for part of the listing above:
smiles	PLK1 PBD inh	EPAC1 agonist	PI5P4Ka inh	WRN inhibitor	EPAC2 antag	EPAC1 antag	CCT chaperon mod	Mm-Cpn inhibitor
Nc1nc(NS(=O)(=O)c2ccc(Cl)cc2)nn1-c1ccccc1	-4%	11%	-8	-1%	1%	-9%	-0.4	0%
Cc1c(NC(=O)C2CCN(S(=O)(=O)c3ccccc3)CC2)c(=O)n(-c2ccccc2)n1C	-8%	1%	5	-4%	0%[57.1 µM]	-5%	-0.2	2%
CCOc1ccc(N2CC(C(=O)Nc3nnc(Cc4ccccc4)s3)CC2=O)cc1 (configuration not stated)	-4%	-11%	7	-8%	17%	-14%	-1.9	3%
CCOC(=O)CSc1nnc(-c2cccs2)n1-c1ccccc1	-12%	-1%	1	9%[57.1 µM]	-1%	-9%	-1.2	.
O=C(NCC1CCCO1)C1CCCN1C(=O)Nc1ccc(Cl)c(Cl)c1 (configuration not stated)	1%	5%	-1	-2%	0%	6%	1.1	?
CN(CC(=O)Nc1ccccc1N1CCOCC1)S(=O)(=O)c1ccc(Cl)cc1	0%	-7%	-1	-3%	4%	11%	0.2	1%

Following part:
SMILES | PLK1 PBD inh | EPAC1 agonist | PI5P4Ka inh | WRN inhibitor | EPAC2 antag | EPAC1 antag | CCT chaperon mod | Mm-Cpn inhibitor
Cn1c(=O)c2c(nc(-n3ccnc3)n2C)n(C)c1=O | 0% | -6% | -6 | 2% | 13%[57.1 µM] | 17% | 0.3 | 0%
CCOC(=O)c1c(C)[nH]c(C(=O)COC(=O)c2cnc(C)cn2)c1C | -9% | -4% | -15 | -5% | -3% | 1% | -3.0 | -2%
Cc1cc(N)n(-c2ccc(S(=O)(=O)N3CCCC3)cc2[N+](=O)[O-])n1 | -2% | 11% | -1 | -12% | 2% | 0% | 0.9 | 1%
Cc1cc(-c2ccco2)n(CC(=O)NCCN(C)C)n1 | -10% | -7% | 6 | -1% | -1% | -8% | -1.8 | -1%
CCCC1(c2ccccc2)NC(=O)N(CC(=O)Nc2cc(C)ccc2OC)C1=O (configuration not stated) | -2% | 6% | -8 | -2% | -10% | -24% | -0.2 | -2%
CC12CCC=CC1=C(C=O)C1C2CCC2(C)C(O)CCC12 (configuration not stated) | -13% | 3% | -1 | 5% | -12% | -30% | -3.7 | .
CCCNC(=O)OCC12CC3CC(CC(C3)C1)C2 | -11% | -6% | 20 | 3% | 6% | -6% | 0.6 | 1%
